Screening data from PubChem.
GPR7 antag – antagonists of human GPR7 (neuropeptides B/W receptor 1) | P48145 | GPR7-expressing cells, fluorescence antagonist assay | inhibition, % at 4.4 µM | actives 1.1% (n = 290,000) | AID 1861; in the data active = inhibition above about 16%, passing the limit was not always enough;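 note: cells stimulated with the agonist NPW; 0% = agonist with vehicle and 100% = vehicle without agonist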
Target sequence (P48145 whole entry, looked up): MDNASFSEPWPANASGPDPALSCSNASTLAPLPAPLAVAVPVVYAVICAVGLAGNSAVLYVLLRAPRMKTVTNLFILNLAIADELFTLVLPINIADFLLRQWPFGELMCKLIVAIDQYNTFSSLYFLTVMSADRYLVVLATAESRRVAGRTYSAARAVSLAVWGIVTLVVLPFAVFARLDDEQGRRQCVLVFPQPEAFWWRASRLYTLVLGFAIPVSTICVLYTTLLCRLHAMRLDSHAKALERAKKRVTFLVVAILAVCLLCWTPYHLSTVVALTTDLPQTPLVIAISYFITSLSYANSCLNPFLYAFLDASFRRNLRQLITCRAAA
PHOSPHO1 inh – blocks human PHOSPHO1 phosphatase activity. Q8TCT1. recombinant PHOSPHO1, absorbance phosphatase assay. inhibition, % at 13.3 µM. actives 1.1% (n = 290,000). AID 1565; in the data active = inhibition above about 60%
Target sequence (Q8TCT1 whole entry, looked up): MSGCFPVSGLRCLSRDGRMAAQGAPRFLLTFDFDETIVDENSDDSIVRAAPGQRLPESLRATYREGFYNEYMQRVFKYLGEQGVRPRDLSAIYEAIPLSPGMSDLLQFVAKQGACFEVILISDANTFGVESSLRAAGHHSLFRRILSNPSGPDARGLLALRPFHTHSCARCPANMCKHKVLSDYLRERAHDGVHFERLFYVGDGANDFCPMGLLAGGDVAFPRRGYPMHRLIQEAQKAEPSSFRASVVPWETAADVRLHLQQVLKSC
V1aR counter – activates human V1a receptor in oxytocin agonist counter-screen. AID 2797. activation, % at 3 µM. CHO-V1R cells, Fluo-8 calcium fluorescence, agonist mode; 0% DMSO, 100% 3 nM vasopressin. P37288. actives 0.25% (n = 320,000);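 active = activation above the mean activation of all tested compounds plus 3 SD, per screening run, cut at about 20% in these data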;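 note: signal is peak over basal fluorescence ratio across a 100 second FLIPR read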
Target sequence (P37288 whole entry, looked up): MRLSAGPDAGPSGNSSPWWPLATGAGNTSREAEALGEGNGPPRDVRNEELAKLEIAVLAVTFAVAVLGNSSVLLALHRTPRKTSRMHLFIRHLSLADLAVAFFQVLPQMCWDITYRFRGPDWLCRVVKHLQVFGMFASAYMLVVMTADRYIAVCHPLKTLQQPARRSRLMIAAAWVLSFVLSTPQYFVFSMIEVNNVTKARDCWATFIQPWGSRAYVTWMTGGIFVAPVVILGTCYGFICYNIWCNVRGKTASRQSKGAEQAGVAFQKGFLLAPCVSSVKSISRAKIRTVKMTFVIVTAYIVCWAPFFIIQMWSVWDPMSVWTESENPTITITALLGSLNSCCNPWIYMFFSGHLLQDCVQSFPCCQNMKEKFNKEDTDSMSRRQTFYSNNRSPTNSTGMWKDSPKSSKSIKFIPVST
MEKK3 PB1 HTS – raises or lowers MEK5 binding to the human MEKK3 PB1 domain; bead-based flow cytometry, Alexa488-MEK5 binding to MEKK3; actives lie on both sides; 0 = blocked by unlabeled MEK5, 100 = vehicle; actives 1.4% (n = 290,000); binding response (% of control), % at 10 µM; AID 1529;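 active = binding response more than 3 SD above or below the average of its plate-row segment, actives on both sides; inconclusive = wells at one plate position flagged as instrument error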;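 note: Alexa488 bead fluorescence after subtracting the streptavidin-only scavenger bead signal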
NALP1 yeast inh – NALP1 inhibition; inhibition, % at 10 µM; S. cerevisiae NALP1/ASC/caspase-1 growth, X-gal OD620, 72 h; actives 0.61% (n = 280,000); in the data active = inhibition mostly above about 24%, no sharp cut-off; inactive = mostly below about 32%; note: some compounds called inactive have numbers as strong as hits
MEKK2 mut-MEK5 – signal of MEK5 binding to mutant human MEKK2 PB1 domain; bead flow cytometry, Alexa488-MEK5 binding to MEKK2 mutant; percent response, % at 10 µM; actives 0.35% (n = 290,000); AID 1530; in the data active = percent response above about 24%, passing the limit was not always enough; note: inactives centre near 1; some results filed as inactive read as strong as hits; reference of the scale not given here
OXTR ag – agonists of human oxytocin receptor; CHO-OTR cells, Fluo-8 calcium fluorescence; normalized: DMSO 0%, oxytocin 100%; P30559; AID 2435; actives 0.32% (n = 320,000); activation, % at 3 µM;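 active = activation above the mean of all tested compounds plus 3 SD, cutoff set per screening run, cut at about 20% in these data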;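 note: peak over basal fluorescence ratio from a 100 s FLIPR kinetic read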
MEKK2 WT-MEK5 – raises or lowers MEK5 binding to wildtype human MEKK2 PB1 domain; Q9Y2U5; bead flow cytometry, Alexa488-MEK5 binding to MEKK2 WT; actives lie on both sides; binding response (% of control), % at 10 µM; actives 1.1% (n = 290,000); in the data active = binding response below about 67% or above about 130%; inconclusive = no clear call, values can overlap the other calls; inactive = in between
GalR3 antag – blocks the human galanin receptor 3 | O60755 | HEK293 GalR3-CNG cAMP membrane potential fluorescence; galR3 body fused to GalR1 C-terminus | inhibition, % at 3 µM | actives 0.44% (n = 360,000) | AID 651719;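 active = inhibition above the screen-wide average plus 3 SD, cut at about 13% in these data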;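 note: forskolin and galanin both at EC90 stimulate the cells; cAMP rise reported by CNG channel membrane potential dye signal; 0% = forskolin plus galanin with DMSO and 100% = forskolin alone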
An asterisk follows results filed as active; ? = inconclusive; . = no result given.

SMILES	GPR7 antag	PHOSPHO1 inh	V1aR counter	MEKK3 PB1 HTS	NALP1 yeast inh	MEKK2 mut-MEK5	OXTR ag	MEKK2 WT-MEK5	GalR3 antag
Cc1c(NC(=O)C(C)OC(=O)c2cc(Cl)ccc2O)c(=O)n(-c2ccccc2)n1C (configuration not stated)	2	38	1.2	107	16	10	0.5	110	0
COc1ccccc1NS(=O)(=O)c1ccc2oc(=O)ccc2c1	9	36	8.9	102	25	0	3.3	98	-5
CCCC(=O)NCCc1nc2ccccc2n1CC(=O)c1ccccc1	-5	-6	0.6	84	8	-9	-0.2	65	6
O=C(NC1CCN(Cc2ccccc2)CC1)c1cc(-c2ccccn2)nc2ccccc12	3	-17	1.2	112	8	6	-1.4	118	5
CCn1cc(CN2CCCC(CNS(=O)(=O)c3ccc(OC)cc3)C2)cn1 (configuration not stated)	-11	.	.	103	-10	8	.	105	1
CCN(CC)S(=O)(=O)c1ccc(OC)c(NC(=O)c2cccc(C)c2[N+](=O)[O-])c1	-2	-16	-0.4	107	-3	3	-0.8	104	-6
COc1ccccc1NS(=O)(=O)c1cc(-c2cc(C)no2)ccc1OC	-3	7	7.1	100	8	4	4.6	99	-8
O=C(NC12CC3CC(CC(C3)C1)C2)c1cccc(OC(F)F)c1	0	-6	-0.7	99	13	-2	-1.5	102	-5
Oc1ccccc1Nc1nc(-c2ccccc2O)nc2ccccc12	27	19	.	101	-16	0	.	100	-10
CCOC(=O)c1c(C)[nH]c(C=Nc2ccc(OC)cc2)c1O	-11	-32	-0.4	93	-45	3	-0.5	102	8
CC(C)c1ccc(S(=O)(=O)N2CCN(CCC(=O)Nc3ccc(N(C)C)cc3)CC2)cc1	5	83*	.	118	7	9	.	116	0
COc1ccc(CCNC(=O)CN(c2cc(C)cc(C)c2)S(=O)(=O)c2c(C)noc2C)cc1OC	-6	21	-0.3	100	11	7	-1.3	105	-10
Cc1ccc(C)c(/C(O)=C2/C(=O)C(=O)N(CCN3CCOCC3)C2c2ccc(C)o2)c1 (configuration not stated)	9	10	0.2	103	8	3	-0.1	103	2
Cc1cccc(OCCCOc2cccc3cccnc23)c1C	-12	27	-1.2	100	19	7	-2.5	101	6
COc1ccc(Cn2c(C)nnc2-c2cnn(C)c2N)cc1OC	-6	-12	1.4	98	2	-7	0.0	92	0
CCOc1cc(/C=N/NC(=O)c2cc(C3CC3)[nH]n2)ccc1O	-7	-38	0.4	95	3	-12	-0.1	84	-3
CSc1nc2sc3c(c2c(=O)n1C)CCC(C)C3 (configuration not stated)	-1	27	0.0	80	-4	-14	-1.9	85	-6
O=C(NCCN1CCCC(O)C1)c1cc(COc2ccc(F)cc2Cl)on1 (configuration not stated)	-3	16	1.3	100	20	-1	1.5	102	2
CC1(C)CC(O)C(C(O)c2cccc([N+](=O)[O-])c2)C(C)(C)N1 (configuration not stated)	-5	-2	0.6	148*	12	1	0.3	111	-2
O=C(O)c1cc(-c2ccccc2Cl)n(-c2cccc(Cl)c2)n1	0	14	0.9	102	1	-1	0.2	102	-6
COc1ccc(Nc2ncnc3ccc(Br)cc23)c(OC)c1	-3	.	0.0	102	.	1	0.4	104	-10
CCN(CC)S(=O)(=O)c1cc(NC(=O)CCNC(=O)c2ccccc2Cl)ccc1C	6	-13	2.0	90	22	-3	0.8	95	-3
Cc1cc(NS(=O)(=O)N(C)C)ccc1C(C)C	-14	12	-0.1	103	25	10	-0.7	110	0
CCO/C=C1\C(=O)N(c2ccc(OCC)cc2)C(=O)c2ccccc21	7	20	-0.2	54	16	-11	-0.4	67	-2

A run of entries from the list above, as a working copy:
SMILES	GPR7 antag	PHOSPHO1 inh	V1aR counter	MEKK3 PB1 HTS	NALP1 yeast inh	MEKK2 mut-MEK5	OXTR ag	MEKK2 WT-MEK5	GalR3 antag
COc1ccccc1NS(=O)(=O)c1cc(-c2cc(C)no2)ccc1OC	-3	7	7.1	100	8	4	4.6	99	-8
O=C(NC12CC3CC(CC(C3)C1)C2)c1cccc(OC(F)F)c1	0	-6	-0.7	99	13	-2	-1.5	102	-5
Oc1ccccc1Nc1nc(-c2ccccc2O)nc2ccccc12	27	19	.	101	-16	0	.	100	-10
CCOC(=O)c1c(C)[nH]c(C=Nc2ccc(OC)cc2)c1O	-11	-32	-0.4	93	-45	3	-0.5	102	8
CC(C)c1ccc(S(=O)(=O)N2CCN(CCC(=O)Nc3ccc(N(C)C)cc3)CC2)cc1	5	83*	.	118	7	9	.	116	0
COc1ccc(CCNC(=O)CN(c2cc(C)cc(C)c2)S(=O)(=O)c2c(C)noc2C)cc1OC	-6	21	-0.3	100	11	7	-1.3	105	-10
Cc1ccc(C)c(/C(O)=C2/C(=O)C(=O)N(CCN3CCOCC3)C2c2ccc(C)o2)c1 (configuration not stated)	9	10	0.2	103	8	3	-0.1	103	2
Cc1cccc(OCCCOc2cccc3cccnc23)c1C	-12	27	-1.2	100	19	7	-2.5	101	6
COc1ccc(Cn2c(C)nnc2-c2cnn(C)c2N)cc1OC	-6	-12	1.4	98	2	-7	0.0	92	0
CCOc1cc(/C=N/NC(=O)c2cc(C3CC3)[nH]n2)ccc1O	-7	-38	0.4	95	3	-12	-0.1	84	-3
CSc1nc2sc3c(c2c(=O)n1C)CCC(C)C3 (configuration not stated)	-1	27	0.0	80	-4	-14	-1.9	85	-6
O=C(NCCN1CCCC(O)C1)c1cc(COc2ccc(F)cc2Cl)on1 (configuration not stated)	-3	16	1.3	100	20	-1	1.5	102	2
CC1(C)CC(O)C(C(O)c2cccc([N+](=O)[O-])c2)C(C)(C)N1 (configuration not stated)	-5	-2	0.6	148*	12	1	0.3	111	-2
O=C(O)c1cc(-c2ccccc2Cl)n(-c2cccc(Cl)c2)n1	0	14	0.9	102	1	-1	0.2	102	-6
COc1ccc(Nc2ncnc3ccc(Br)cc23)c(OC)c1	-3	.	0.0	102	.	1	0.4	104	-10
CCN(CC)S(=O)(=O)c1cc(NC(=O)CCNC(=O)c2ccccc2Cl)ccc1C	6	-13	2.0	90	22	-3	0.8	95	-3
Cc1cc(NS(=O)(=O)N(C)C)ccc1C(C)C	-14	12	-0.1	103	25	10	-0.7	110	0
CCO/C=C1\C(=O)N(c2ccc(OCC)cc2)C(=O)c2ccccc21	7	20	-0.2	54	16	-11	-0.4	67	-2

Record cards (already shown). Order of values: GPR7 antag | PHOSPHO1 inh | V1aR counter | MEKK3 PB1 HTS | NALP1 yeast inh | MEKK2 mut-MEK5 | OXTR ag | MEKK2 WT-MEK5 | GalR3 antag
Record of CCO/C=C1\C(=O)N(c2ccc(OCC)cc2)C(=O)c2ccccc21 : 7 | 20 | -0.2 | 54 | 16 | -11 | -0.4 | 67 | -2
Record of CC1(C)CC(O)C(C(O)c2cccc([N+](=O)[O-])c2)C(C)(C)N1 (configuration not stated) : -5 | -2 | 0.6 | 148* | 12 | 1 | 0.3 | 111 | -2

New compounds follow.
SMILES	GPR7 antag	PHOSPHO1 inh	V1aR counter	MEKK3 PB1 HTS	NALP1 yeast inh	MEKK2 mut-MEK5	OXTR ag	MEKK2 WT-MEK5	GalR3 antag
CSc1nc(NCCOCCO)c2sc3nc(-c4ccco4)c4c(c3c2n1)CCC4	-3	44	-0.5	107	1	8	-0.5	105	4
O=C(NC1CCN(Cc2ccccc2)CC1)C1COc2ccccc2O1 (configuration not stated)	-13	-12	0.8	108	8	7	1.4	119	-2
COc1cc(NC(=O)Cn2c(-c3cncs3)nc3ccccc32)cc(OC)c1OC	-7	-2	0.0	?	-8	-9	-0.8	?	-5
CCCN1CCC(=O)N([C@H](CO)CC(C)C)CC1	-5	10	1.3	104	7	-1	1.2	103	-6
CC1CCCCN1S(=O)(=O)c1ccc(S(=O)(=O)N2CCN(c3ccc(F)cc3)CC2)cc1 (configuration not stated)	-1	10	-1.0	104	26	5	1.5	99	-2
O=C(NCCc1ccccc1)C(c1cccs1)N(C(=O)CCl)c1ccc(Cl)cc1 (configuration not stated)	23*	-2	1.1	107	17	-1	-1.1	99	-6
N[C@@H](CO)c1nnc([C@H](CCC(=O)O)NC(=O)C2CCNCC2)o1	-10	-3	0.9	92	2	-1	0.3	108	-9
COc1ccccc1CNC(=O)c1oc2ccccc2c1C	-11	-6	-0.6	101	-3	8	-1.6	104	-7
COc1ccc(NC(=S)Nc2ccc(C)c(Cl)c2)cc1OC	-13	30	0.1	88	16	-9	-0.7	87	-3
Cc1cc(C)n(C(=O)c2ccc(C)o2)n1	-10	-38	0.5	100	-9	4	0.5	105	-2
Cc1ccc(-c2nnc(SCC(=O)NC3CC3)n2N)cc1	-13	35	0.1	100	.	2	0.1	104	-6
Cc1ccc(NC(=O)c2cc(N3C(=O)C=CC3=O)ccc2N2CCOCC2)cc1Cl	-5	-4	0.4	96	18	-1	2.4	96	-1
COc1ccc2oc(=O)c(/C(C)=N/Nc3nc(-c4cc(C)ccc4C)cs3)cc2c1	4	-8	0.0	101	30	0	0.1	100	-5
O=C(CC1CC2CCC1C2)Nc1nc(-c2ccccn2)cs1 (configuration not stated)	-7	20	-1.3	.	1	.	-2.3	.	0
CC(C)CC(=O)N1CCN(S(=O)(=O)c2ccc3ccccc3c2)CC1	0	-6	3.8	109	-7	1	5.0	104	-4
CC(C)Cc1cc(C(C)(C)C)ccc1OC(=S)N(C)C	-13	-19	-0.1	102	33	0	-2.1	98	-5
Cc1cc(C)c(S(=O)(=O)NC(C)C)c(C)c1-n1cnnn1	-3	56	2.3	94	-4	-2	4.3	98	0
Cc1sc2nc3ccc(NCc4ccco4)nn3c(=O)c2c1C	-1	31	0.7	101	16	2	0.8	96	-1
Cc1ccc(Cc2c(C)nc3nc(SCC(=O)NCCCN4CCCCCC4)nn3c2C)cc1	21	13	0.7	103	16	37*	0.7	234*	-12
COc1cc2c(cc1OC)CN(C(=O)c1ccc(S(=O)(=O)N3CCCC3)cc1)CC2	-15	32	-0.2	112	-23	8	-1.8	104	0
C#CCOCCOCCOCCNc1nc(N2CCOCC2)nc(N2CCN(C(=O)[C@H](CCC(=O)O)n3cc(C(N)[C@H](C)CC)nn3)CC2)n1 (some centres not stated)	-5	40	0.5	105	8	4	0.4	105	-4
NC(=O)c1ccccc1NC(=O)Nc1ccccc1Cl	1	-7	-0.5	100	16	-4	-0.5	93	-7
O=C(CS(=O)c1ccc(C(F)(F)F)cc1[N+](=O)[O-])Oc1ccc(Cl)cc1 (configuration not stated)	-1	20	0.4	100	-4	1	0.0	95	6
O=C(O)CN1CCN(c2ncc(C(F)(F)F)cc2Cl)CC1	-5	23	1.2	83	-4	-12	1.2	85	2
CC1(C)Cc2nc(NCCCO)c(C#N)cc2CO1	-11	-18	-0.2	102	13	8	0.0	103	0
Cc1ccc(COn2c(-c3ccc(Cl)cc3)nc3ccc([N+](=O)[O-])cc32)cc1	2	17	0.2	100	15	0	1.0	96	-7
CCCN1CCN(C(=O)c2oc3ccccc3c2NC(=O)C2CC2)CC1	-16	38	-0.6	99	11	-4	-0.6	98	-9
Cc1ccc2nc(-c3cc(-c4ccccc4)no3)cn2c1	-12	46	0.6	89	.	-25	0.8	98	-3
COc1ccc(CN(C)C(C)C(=O)Nc2ccc(S(=O)(=O)N3CCCC3)cc2)c(OC)c1OC (configuration not stated)	-2	9	5.4	98	4	-12	4.9	96	.
Cc1ccccc1C(=O)NC1CCN(CC(=O)Nc2ccccc2)CC1	-17	-8	0.7	105	10	4	0.1	108	-5
